# PI4K2A block = inhibitors of human PI4K2A | Q9BTU6 | purified PI4K2A, ADP-Glo luminescence, 1 h; hits give low values | activity change, negative = inhibition, % at 76.9 µM | hit rate 0.13% among 420,000 | AID 1346378; in the data active means activity change below about -50%;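 further: -100% = wells without enzyme as full effect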
# Target sequence (Q9BTU6 whole entry, looked up): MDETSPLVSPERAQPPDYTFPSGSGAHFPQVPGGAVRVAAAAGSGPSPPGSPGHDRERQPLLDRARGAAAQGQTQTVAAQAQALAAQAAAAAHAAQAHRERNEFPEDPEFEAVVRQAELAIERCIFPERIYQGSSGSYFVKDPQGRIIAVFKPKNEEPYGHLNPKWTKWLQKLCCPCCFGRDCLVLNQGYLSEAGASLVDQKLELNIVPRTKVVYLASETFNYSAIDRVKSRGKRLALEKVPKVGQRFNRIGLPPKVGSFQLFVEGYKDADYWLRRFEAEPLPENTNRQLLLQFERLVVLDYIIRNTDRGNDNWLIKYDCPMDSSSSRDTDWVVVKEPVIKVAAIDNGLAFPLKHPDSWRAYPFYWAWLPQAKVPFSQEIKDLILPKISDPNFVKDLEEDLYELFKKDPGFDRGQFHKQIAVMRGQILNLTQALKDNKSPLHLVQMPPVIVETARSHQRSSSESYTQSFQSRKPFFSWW
#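 PI4K2A activity was measured by ADP-Glo luminescence: enzyme (4 ug/mL stock) and phosphatidylinositol (1.2 mM stock) in Tris pH 7.5/MgCl2/EGTA/Triton X-100 buffer were reacted with ATP (300 microM stock) for one hour at ambient temperature.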
# The depositor's hits bear a star. A portion of the library, so the mix of outcomes need not match the whole.
SMILES,PI4K2A block
COc1cccc(-c2cc(CNC(=O)[C@H]3O[C@@H](n4cnc5c(N)ncnc54)[C@H](O)[C@@H]3O)no2)c1,-7.3
O=C(NCC1CC1)c1csc(COCCO)n1,-2.1
COC(=O)C[C@@H]1CC[C@H]2[C@@H](COc3ccc(NC(=O)Nc4ccccc4)cc3C(=O)N2C)O1,2.3
Cc1ccccc1S(=O)(=O)N(C)C[C@H]1OCc2cn(nn2)CCCC(=O)N([C@H](C)CO)C[C@@H]1C,1.5
COc1ccc(C=C2SC(=S)N(CCCC(=O)Nc3ccc(C(=O)O)c(O)c3)C2=O)cc1OC,-4.0
Cc1nc2c(OCc3cc(Cl)cc(Cl)c3)cccn2c1N(C)C(=O)CCC1CCCC1,3.8
Cc1cc(Cl)ccc1-c1nc(NC(C)C)nc2ccsc12,4.2
COc1ccc(C(=O)N2CCCCC2c2cc(C(=O)NCc3ccc(F)cc3)no2)cc1 (stereo unspecified),-0.7
CCOC(=O)CC1(CCc2ccccc2)Oc2ccccc2N1S(=O)(=O)c1ccc(C)cc1 (stereo unspecified),-20.3
COc1ccc(OC)c(NC(=O)Nc2nnc([C@@H]3O[C@H](CO)[C@@H](O)[C@H]3O)s2)c1,0.3
CC(=O)c1ccc(Nc2nc(C(N)CC(C)C)cs2)cc1 (stereo unspecified),0.5
COC(=O)[C@]12C[C@H](CC(=O)N3CCOCC3)C(=O)N(Cc3cccc4ccccc34)C1=C[C@H](C(C)(C)C)O[C@@H]2C,-4.0
Cn1c(=O)c2cc(NC(=S)NC3CCCCC3)ccc2n1-c1ccccc1,-15.0
CCc1nc2ccc(C(=O)NCCCn3ccnc3)cn2c1N(CC)CCN(C)C,2.0
CCO/C(C)=N/Oc1cc(OC)cc(OC)c1,0.9

# At a glance, three of the compounds above.
SMILES,PI4K2A block
Cn1c(=O)c2cc(NC(=S)NC3CCCCC3)ccc2n1-c1ccccc1,-15.0
CCc1nc2ccc(C(=O)NCCCn3ccnc3)cn2c1N(CC)CCN(C)C,2.0
CCO/C(C)=N/Oc1cc(OC)cc(OC)c1,0.9

# (more compounds)
SMILES,PI4K2A block
COc1ccc(N2CCN(CCNS(=O)(=O)c3ccccc3[N+](=O)[O-])CC2)cc1,-3.9
CC(=O)N1CCN(C(=O)C2CCCN(C(=O)c3ccc4c(c3)NC(=O)CS4)C2)CC1 (stereo unspecified),-2.8
O=C(Nc1cccc(Cl)c1)OC1CC2CC1[C@H]1CCCCN1[C@H]2Cc1ccccc1 (stereo partly specified),-6.4
COc1ccc(S[C@]2(C(=O)N3CCOCC3)CC(=O)N(C(=O)c3ccccc3)[C@@H]2c2ccc(OC)cc2)cc1,-1.9
O=C(Nc1ccc(Cl)cc1)O[C@@H]1CC[C@@]23CCCN2C(=O)CCC[C@H]3C1,-1.6
C[C@H](O)[C@@H]1CN2CCc3c([nH]c4cccc(-c5ccccc5)c34)[C@@H]2C[C@@H]1N(C)CC1CCCCC1,1.8
CSc1ccc(CN2C(=O)C(F)(F)Oc3c(C(C)=O)cccc32)cc1,1.1
CC(=O)NC(c1ccccc1)c1nc(-c2cccc(F)c2)cs1 (stereo unspecified),-2.3
CCCCn1nnnc1C1(C)CCC(=O)N1Cc1cccs1 (stereo unspecified),0.5
CC(C)(O)C#Cc1ccc(N2C(c3ccsc3)=Cc3ccc(F)cc3C2c2c[nH]c3ccccc23)cc1 (stereo unspecified),-3.1
COCCCNc1ccn2nc(-c3cc(OC)c(OC)c(OC)c3)cc2n1,1.9
CC1(C)C=C2C(N(Cc3ccc4c(c3)OCO4)C(=N)N2C(=O)OCc2ccccc2)n2c(=O)n(-c3ccccc3)c(=O)n21 (stereo unspecified),0.2
CC(=O)C1=CCC(c2ccco2)N(S(=O)(=O)c2ccc(C)cc2)C1 (stereo unspecified),-3.1
CC1(C(=O)NCc2ccc3c(c2)OCO3)CCN1Cc1csc2ccccc12 (stereo unspecified),-1.1
COc1ccc(C(C)(O)c2nc(-c3cccc(C(F)(F)F)c3)cs2)cc1 (stereo unspecified),4.9

# Four of these compounds, set out differently.
> CCc1nc2ccc(C(=O)NCCCn3ccnc3)cn2c1N(CC)CCN(C)C
  PI4K2A block: 2.0
> CCO/C(C)=N/Oc1cc(OC)cc(OC)c1
  PI4K2A block: 0.9
> COc1ccc(N2CCN(CCNS(=O)(=O)c3ccccc3[N+](=O)[O-])CC2)cc1
  PI4K2A block: -3.9
> CC(=O)N1CCN(C(=O)C2CCCN(C(=O)c3ccc4c(c3)NC(=O)CS4)C2)CC1 (stereo unspecified)
  PI4K2A block: -2.8

# (next part)
SMILES,PI4K2A block
Cc1ccc(S(=O)(=O)NC(=O)C2(C)CCN2C(=O)Cc2ccc(C(C)(C)C)cc2)cc1 (stereo unspecified),5.4
O=C(Nc1ccc(Br)cc1)O[C@@H]1CC[C@@]23CCCN2C(=O)CCC[C@H]3C1,0.8
CCC(CN)=C(c1ccccc1)c1ccccc1,-1.1
O=C(Nc1nnc([C@H]2C[C@H](O)[C@@H](CO)O2)s1)Nc1ccccc1Oc1ccccc1,4.3
CC(=O)Nc1cccc(-c2ccnc3c2CC(C(=O)NCCc2ccccc2)O3)c1 (stereo unspecified),-0.4
CC(C)[C@H](NC(=O)[C@@H]1CCCN1)C(=O)N1CCC2CCN(S(=O)(=O)c3ccccc3)CC21 (stereo partly specified),-2.2
COC(=O)[C@]12CCCCC=C1N(Cc1ccc(Cl)cc1Cl)C(=O)[C@H](CC(=O)NCc1cccs1)C2,1.7
CC(C)C[C@@H]1COc2cccc(N3CCSCC3)c2S(=O)(=O)N1C,-0.9
CCCc1nc2ccccc2n1C(CCSC)C(=O)NC(C)(C)C (stereo unspecified),-3.3
CCCCC(=O)N(C)c1c(CC)nc2c(OCc3ccc(Cl)cc3Cl)cccn12,-0.5
CN1C(=O)[C@@](O)(c2cn(C)c3ccccc23)c2cc(Br)ccc21,6.3
COc1ccc(C(C)(O)c2nc(-c3ccc(F)cc3OC)cs2)cc1 (stereo unspecified),-0.5
COC(=O)[C@]12C[C@H](CC(=O)NCCCN3CCCC3=O)C(=O)N(Cc3ccc(Cl)cc3Cl)C1=C[C@H](C1CCCC1)O[C@@H]2C,5.4
CCOC(=O)[C@]12CCCCC/C=C\1N(CCc1ccc(Cl)cc1)C(=O)[C@H]2CC(=O)NCCc1ccccc1OC,1.4
Cn1c(=O)c2cc(NC(=O)CCc3ccc4c(c3)OCO4)ccc2n1Cc1ccc(F)cc1,-5.2

# 2 of the compounds above, field by field:
> COc1cccc(-c2cc(CNC(=O)[C@H]3O[C@@H](n4cnc5c(N)ncnc54)[C@H](O)[C@@H]3O)no2)c1
  PI4K2A block: -7.3

> CC(C)[C@H](NC(=O)[C@@H]1CCCN1)C(=O)N1CCC2CCN(S(=O)(=O)c3ccccc3)CC21 (stereo partly specified)
  PI4K2A block: -2.2

# Next section:
SMILES,PI4K2A block
CCOCC(O)COc1ccc(NC(=O)CC[S+](C)C)cc1 (stereo unspecified),-0.4
CCNC(=O)c1cc2c(c(-c3cccc(-c4ccccc4F)c3)n1)[C@@H](CCO)N(C(=O)CC1CC1)C2,-2.8
Oc1ccccc1C=Nn1c(-c2ccccc2F)n[nH]c1=S,1.1
CC(=O)Nc1cc(-c2cccc(NS(C)(=O)=O)c2)cn2c(-c3cccc(C(F)(F)F)c3)cnc12,0.5
O=S1(=O)CC(N2CCN(CCO)CC2)CN1C1CCCC1 (stereo unspecified),-3.4
Cc1cccc(C)c1-n1nnnc1C1(C)CCC(=O)N1CCOc1ccccc1 (stereo unspecified),-1.3
Cc1ccc(S(=O)(=O)NC(=O)C2(C)CCN2C(=O)COc2ccc(Cl)cc2)nc1 (stereo unspecified),-0.5
O=C(C(=O)N1CCC(Cc2ccccc2)CC1)c1cccs1,3.0
CCCCCCn1cc(CN2CC(N3CCN(Cc4ccccc4F)CC3)CS2(=O)=O)nn1 (stereo unspecified),-2.5
CCNC(=O)C[C@@H]1C=C[C@@H](NS(=O)(=O)c2ccc(F)cc2)[C@@H](CO)O1,1.1
O=C(NCCc1c[nH]c2ccccc12)OCc1cn(Cc2cc(F)ccc2F)nn1,-2.9
COc1ccc(NC(=O)CSc2nc(C)cc(=O)[nH]2)cc1OC,-3.9
COC(=O)[C@]12CCCCC=C1N(Cc1cccc3ccccc13)C(=O)[C@H](CC(=O)NCc1ccc(OC)c(OC)c1)C2,0.7
CCCNC(=O)C1(C)CCCN(C(=O)Cc2ccc(OC)cc2)C1 (stereo unspecified),-3.9
COc1ccc(C2Nc3ccccc3C(=O)N2Cc2ccccc2)cc1COc1ccc(NC(C)=O)cc1 (stereo unspecified),1.3
COc1ccc(Nc2nc3cc(-c4sccc4C)sc3c(=O)n2C)cc1OC,2.0
Cc1cccc(C)c1-n1nnnc1C(c1ccnc2ccccc12)N1CCOCC1 (stereo unspecified),3.3
Cn1c(SC/C=C/c2ccccc2)nnc1-c1cccnc1,-4.7
O=C1c2ccccc2C(c2nnnn2-c2ccc3c(c2)OCCO3)N1CCc1ccc(O)cc1 (stereo unspecified),5.8
O=S1(=O)C[C@H](N2CCN(CC3CC3)CC2)[C@@H](COCc2ccccc2)N1,-2.1
Cc1cccc(C)c1C(O)c1ncc(-c2ccccc2Cl)[nH]1 (stereo unspecified),-7.7
COc1ccccc1OCCn1nc2ccccc2c1OC,2.2
COC(=O)c1ccc(Cn2ccc3ccc(-c4ccc5ccn(Cc6ccc(C(=O)OC)cc6)c5c4)cc32)cc1,0.3
COc1ccc(Cl)cc1Cn1c(C)c(C(=O)NCc2ccc(F)cc2)sc1=O,3.3
Nc1cc(C(F)(F)F)ccc1S,-10.4
CCCCCNC(=O)C(c1ccncc1)n1c(=O)c(-c2ccco2)nc2ccccc21 (stereo unspecified),-16.4
O=C(Cc1cccs1)NC1CCCCN(Cc2cccc(Cl)c2)C1=O (stereo unspecified),2.6
N#Cc1ccc(-c2nc3ccc(Br)cn3c2Cc2cccc(Cl)c2)cc1,0.8
COc1ccc2c(c1)CCCN2C(=O)C1CCCN(S(=O)(=O)c2ccccc2)C1 (stereo unspecified),-4.1
O=C(O)c1ccc(-c2nn3c(=O)cc(N4CCNCC4)nc3s2)cc1,-0.8
OC(c1ccccc1)c1nc(-c2ccc3c(c2)OCO3)cs1 (stereo unspecified),3.5
CCC(=O)N1CCCC(C(=O)NCc2ccc(C(C)C)cc2)CC1 (stereo unspecified),-0.6
O=C(COc1ccc(F)c(Cl)c1)N[C@H]1CCCN(CC2CC2)C1,-1.1
COc1ccc(C2=Nc3ccccc3NC(=O)C2N(C(=O)c2ccnc3ccccc23)c2ccccc2)cc1 (stereo unspecified),-5.5
CC(C(=O)NC(C)(C)C)n1c(C(c2ccccc2)c2ccccc2)nc2ccccc21 (stereo unspecified),-6.6
Cc1ccc(NC(=S)NNC(=O)c2cnccn2)cc1,-19.1
COCCNC(=O)C1C(=O)Nc2ccccc2C(=O)N1C1CCCC1 (stereo unspecified),-1.3
CCCS(=O)(=O)NC(=O)C1(C)CCCN(C(=O)COc2ccccc2)C1 (stereo unspecified),-1.9
COc1ccc2c3c([nH]c2c1)[C@]1(NCC3)C(=O)N(C)c2ccc(Cl)cc21,2.0
CC(=O)NC(c1cccc(F)c1)c1nc(-c2ccoc2)cs1 (stereo unspecified),-7.1
O=C(Cn1nnc(-c2ccc(N3CCOCC3)cc2)n1)c1ccc(F)cc1,-4.5
OC(c1ccc(F)c(F)c1)c1nc(-c2cccc(C(F)(F)F)c2)cs1 (stereo unspecified),-3.5
CC[C@@H](CCCc1ccccc1OC)CCS(=O)(=O)C(C)(C)C,3.6
CC(=O)Nc1ccc(NC(=O)c2cc(-c3cc(F)ccc3OCC3CCCO3)n[nH]2)cc1 (stereo unspecified),-3.8
Cc1cccc(C)c1-n1nnnc1C(c1ccnc2ccccc12)N(Cc1ccccc1)Cc1ccccc1 (stereo unspecified),-5.3
COc1cccc(C(c2nnnn2C(C)(C)C)N2CCN(C/C=C/c3ccccc3)CC2)c1OC (stereo unspecified),-2.9
Cc1ccc(-c2nc3c(C)cc(Br)cn3c2Cc2ccccc2)cc1,0.1
O=C(NCc1cc(Cl)cc(Cl)c1)c1ccc2sc([C@H]3C[C@H](O)[C@@H](CO)O3)nc2c1,-1.3
COc1ccc(C(N)c2csc(Nc3ccc(C(=O)c4ccccc4)cc3)n2)cc1 (stereo unspecified),-5.2
O=c1ccn([C@@H]2O[C@H](CNCc3ccccc3OCc3ccc(Cl)cc3Cl)[C@@H](O)[C@H]2O)c(=O)[nH]1,1.2
COc1ccc(S[C@]2(C(=O)N3CCCC3)CC(=O)N(S(=O)(=O)c3ccc(F)cc3)[C@@H]2c2ccc(OC)cc2)cc1,4.7
COc1ccc(C(C(=O)N(C)C2CCCC2)N(Cc2ccc(F)cc2)C(=O)c2ccc3ccccc3c2)cc1OC (stereo unspecified),2.6
Nc1nc2ccc(Cl)cc2cc1C(=O)NCCCN1CCOCC1,-3.0
CCCCNC(=O)C1(C)CCN1C(=O)c1ccncc1 (stereo unspecified),-0.5
CCNC(=O)C1(C)CCCN1C(=O)c1ccc(C#N)cc1 (stereo unspecified),-2.5
CCCCNC(=O)C[C@H]1C[C@@]2(C(=O)OC)C(=C[C@H](COCc3ccccc3)O[C@@H]2C)N(Cc2ccccc2)C1=O,-0.5
c1cc(-c2cc3nc(NC4CCCCC4)ccn3n2)ccc1OCCN1CCOCC1,3.1
O=C(NCc1ccccc1)C(c1ccc(-c2ccccc2)cc1)n1c(=O)c(-c2cc3ccccc3[nH]2)nc2ccccc21 (stereo unspecified),3.9
CC(C)CCCC(C)CCCC(C)CCCCC(C)CCCC(C)CCCC(C)C (stereo unspecified),1.9
